HCV inh: qHTS Assay for Inhibitors of Hepatitis C Virus (HCV); Huh7.5.1 HCVcc-Cre infection, luciferase reporter, 44 h; Potency, µM (highest dose often 41.8 µM), inactives show top-dose activity change, negative = inhibition, actives largely listed as inhibitors; 340,000 tested, 3.4% active
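Whole-lifecycle infectious HCVcc-Cre system; cells 1,000/well, compound then virus (~0.5 moi) added 4 h after plating, 44 h culture. Luciferase read 15 sec following 15 min substrate incubation, room temp.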
TbPYK inhibitor: qHTS of Trypanosoma Brucei Inhibitors; 410,000 tested, 0.12% active; Potency, µM (top dose mostly 76.8 µM), for the others: top-dose activity, negative = inhibition, hits mostly inhibitors; pyruvate kinase (Trypanosoma brucei), Q57TT1; AID 624173, 2012; TbPYK enzyme, Kinase-Glo Plus ATP luminescence, 45 min; also: nearly all actives have a fitted effect of over 50% in size
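Enzyme and substrate buffer are dispensed first and compound is pin-transferred. ADP at 130 uM final then starts the reaction, which runs 45 min at room temperature. Detection reagent is added for 10 min before luminescence is imaged.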
Pf growth 96h: Primary qHTS for delayed death inhibitors of the malarial parasite plastid, 96 hour incubation | P. falciparum luciferase reporter growth, 96 h | Potency, µM (highest dose often 28.7 µM), for inactives: top-dose activity change, negative = inhibition, hits mostly inhibitors | 320,000 tested, 6.9% active | AID 504834, 2011
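Cell-based qHTS: luciferase-tagged P. falciparum in erythrocytes (2% hematocrit, 0.05% parasitemia final) incubated with compounds for 96 hours, 37 C, 5% CO2; luciferase detection reagent then added and luminescence measured.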
Pf growth 48h: Primary qHTS for delayed death inhibitors of the malarial parasite plastid, 48 hour incubation; P. falciparum luciferase growth in erythrocytes, 48 h; Potency, µM (top dose mostly 28.7 µM), without a hit: at the top dose activity change, negative = inhibition, hits mostly inhibitors; 310,000 tested, 5.9% active
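Read-out is firefly luciferase luminescence from an integrated reporter in P. falciparum, so falling signal marks reduced parasite growth. Infected erythrocytes were at 2% hematocrit and 0.1% parasitemia (final) in Albumax-supplemented RPMI 1640.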
LmPK inh: qHTS Assay for Inhibitors of Leishmania Mexicana Pyruvate Kinase (LmPK) | Q27686 | purified LmPK, Kinase-Glo ATP luminescence, 1 h | Potency, µM (doses to about 57.5 µM), inactives show top-dose activity change, negative = inhibition, most hits filed as inhibitors | 290,000 tested, 0.37% active | AID 1721, 2009
Target sequence (Q27686 whole entry, looked up): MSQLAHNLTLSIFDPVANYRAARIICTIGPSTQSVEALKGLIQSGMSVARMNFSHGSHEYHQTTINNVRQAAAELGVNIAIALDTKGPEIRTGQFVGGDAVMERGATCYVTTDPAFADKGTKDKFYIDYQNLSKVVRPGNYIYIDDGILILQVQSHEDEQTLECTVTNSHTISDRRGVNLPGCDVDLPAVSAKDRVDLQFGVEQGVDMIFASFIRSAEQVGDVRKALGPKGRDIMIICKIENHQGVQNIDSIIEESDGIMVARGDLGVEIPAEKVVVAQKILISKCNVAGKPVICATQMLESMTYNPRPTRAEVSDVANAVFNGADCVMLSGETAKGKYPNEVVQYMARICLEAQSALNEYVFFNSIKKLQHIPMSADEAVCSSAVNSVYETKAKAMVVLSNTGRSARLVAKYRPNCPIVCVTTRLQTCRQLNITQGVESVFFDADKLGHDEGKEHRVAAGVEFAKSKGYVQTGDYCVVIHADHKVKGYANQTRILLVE
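Screened at intermediate enzyme activity to detect both inhibitors and activators: LmPK at 0.1 nM, with a 0.5 nM enzyme column as activation reference. PEP 0.5 mM, ADP 0.1 mM; ATP detected by luminescence after 1 h.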
Sm TGR inh: qHTS Assay for the Inhibitors of Schistosoma Mansoni Peroxiredoxins; purified TGR, DTNB reduction, TNB absorbance 405 nm; Potency, µM (highest dose often 114 µM), without a hit: at the top dose activity change, negative = inhibition, actives largely listed as inhibitors; 360,000 tested, 3% active; AID 485364, 2010; also: nearly all actives have a fitted effect of over 60% in size
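First, TGR (20 nM dispensed) and NADPH were mixed with compound. Second, a 15 min room-temperature incubation followed. Third, further NADPH and then DTNB were added to start the reaction. Finally, TNB absorbance was monitored kinetically.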
Numbers without * were called inactive; ? = inconclusive; . = not tested or not shown; & = joins results of further samples; [ ] = remark or other dose. Calls follow the shape of the dose curve; as a rule, active = well fitted curve in the direction sought with a large enough effect; inconclusive = small, poorly fitted or top-dose-only effect, or another doubt; inactive = no such curve, though single readings can be large; an effect the other way counts as inactive or inconclusive. % is scaled to controls: 0 for no effect and ±100 for the full control effect; potency is read from the fitted curve at half-maximal effect.

SMILES	HCV inh	TbPYK inhibitor	Pf growth 96h	Pf growth 48h	LmPK inh	Sm TGR inh
O=C(O)C/C(=C\c1cc(Br)cs1)c1nc2ccccc2o1	19%	-4%	57%[activator]	48%[activator]	7%	-5%
CCN1CCN(CCCNC(=O)CNC(=O)c2nn(-c3ccc(OC)cc3)c(=O)c3ccccc23)CC1	-16%	-1%	0%	7%	0%	-9%
CC(=O)N1CCN=C1SCc1ccccc1F	0%	-5%	-59%	1%	4%	-9%
COc1ccc(CN(Cc2cc3cc(OC)c(OC)cc3[nH]c2=O)C(=O)NC2CCCCC2)cc1	-6%	3%	1.7µM*	.	-2%	3%
CC(C)CCN1CCN(Cc2cccn2-c2nccs2)CC1CCO (stereo unspecified)	4%	2%	?	0%	2%	-25%
CCc1ccc(Cc2cnc(NC(=O)C3=NCCN3)s2)cc1	-5%	5%	30%[activator]	24%	-1%	-2%
O=C(NN=C1CCCC1)c1cccc(O)c1	14%	4%	-33%	58%[activator]	4%	-1%
CCS(=O)(=O)N1CCN(Cc2nc3ccccc3c(=O)[nH]2)CC1	28%	-3%	-17%	0%	2%	-8%
S=C(NC1CCCCC1)N1CCc2[nH]c3ccccc3c2C1	13%	3%	?	?	2%	0%
COc1cc(OC)cc(-c2cc3nc(C)c(CCC(=O)O)c(C)n3n2)c1	11%	-2%	9.3µM*	.	8%	0%
Cc1nn(-c2ccccc2)c(Cl)c1/C=N/NC(=O)CNc1n[nH]c(=O)[nH]c1=O	.	.	7%	-8%	-4%	-8%
CNC(=O)CN(Cc1ccccc1)S(=O)(=O)c1ccc(Cl)cc1	13%	5%	?	3%	-3%	-4%
COc1ccc(-n2nc(C(=O)NCC(=O)NCCc3ccc(OC)c(OC)c3)c3ccccc3c2=O)cc1	?	-3%	-19%	?	8%	-9%
Cc1ccc(C(=O)NNC(=O)c2ccc(C)cc2)cc1	-2%	5%	7%	28%	3%	8%
O=C(COC(=O)C1CCN(S(=O)(=O)c2cccs2)CC1)Nc1ccccc1Br	17%	2%	46%[activator]	7%	6%	-12%
COc1ccc(CC(=O)O/N=C(\N)Cc2cccc3ccccc23)cc1	9%	1%	12µM*	?	2%	-4%
O=C(O)c1ccccc1C(=O)Nc1ccc(S(=O)(=O)N2CCCC2)cc1	9%	-2%	-24%	-2%	-2%	9%
COc1ccccc1CN(C)C(=O)c1ccc(S(=O)(=O)NCc2ccco2)cc1	-2%	0%	-38%	-16%	.	1%
NC(=O)c1ccsc1NC(=O)c1nc(-c2ccccc2)n(-c2ccccc2)n1	?	0%	7.4µM*	7.4µM*	-1%	-5%
CCCSCCCNC(=O)CC1Oc2ccccc2NC1=O (stereo unspecified)	3%	-3%	-21%	.	0%	-24%
COc1ccc(-c2sc3cc(OC)c(OC)cc3c2C#CC2(O)CCCCC2)cc1	16µM*	3%	?	?	.	8.9µM*
CCn1cc(CN2CCC(n3nccc3NC(=O)CCCc3ccccc3)CC2)c(C)n1	6%	-1%	83%[activator]	-1%	0%	-6%
CCc1noc(C)c1C(=O)N1CCCC(C(=O)c2cc(F)ccc2F)C1 (stereo unspecified)	4%	-1%	-6%	13%	-3%	-5%[57.1 µM]
COC(=O)c1ccc(C(=O)OC)c(NC(=O)/C=C/C(=O)O)c1	-8%	-7%	-8%	24%	13%	10µM*
COc1cc(/C=C/C(=O)O)cc(S(=O)(=O)Nc2ccccc2C(=O)NCCc2ccccc2)c1OC	4%	0%	24%	39%[activator]	-4%	3%
SMILES	HCV inh	TbPYK inhibitor	Pf growth 96h	Pf growth 48h	LmPK inh	Sm TGR inh
COc1ccc(-n2c(=O)c(CCC(=O)N3CCC(C)CC3)nc3ccccc32)cc1	?	-4%	?	9.3µM*	.	-2%
O=C(CN(CC1CCCO1)C(=O)CCC(=O)Nc1ccccn1)NCC1CCCO1 (stereo unspecified)	4%&7%	2%	70%[activator]	0%	1%	3%
Cn1c([N+](=O)[O-])cnc1N1CCN(c2nncs2)C1=O	-8%	5%	18%	43%[activator]	5%	-3%
O=C(NNc1ncnc2c1cnn2-c1ccccc1)c1cccs1	22%	-24%	?	33%[activator]	9%	1%
COc1ccc(NC(=O)C(CC(=O)O)Cc2ccc(Cl)cc2)cc1 (stereo unspecified)	0%	-1%	-2%	6%	4%	3%
Cc1nc2cc(C(=O)N3CCN(C)CC3)ccc2n1C	15%	4%	?	61%[activator]	-5%	-4%
CCc1cccc(C)c1NC(=S)NCc1cccn1C	31%[activator]	0%	?	-10%	0%	-15%
CCN(CC)CCN(C(=O)C1=COCCO1)c1nc2ccc(C)cc2s1	?	4%	-10%	0%	-11%	-11%
COc1ccc(N=Nc2nc3ccc(Br)cc3n2C)cc1	-20%	3%	0%	?	-4%	?
CCOC(=O)c1c(C)c(C(=O)NC2CCCCC2)c(C)n1CC	-11%&7%	3%	.	-8%	1%	-4%
CC(=O)Cn1nnc2sc3c(c2c1=O)CCC(C(C)(C)C)C3 (stereo unspecified)	?	1%	-12%	240%[activator]	7%	1%
CC(NC(=O)c1cc2ccccc2oc1=O)c1ccccc1 (stereo unspecified)	-12%	1%	12µM*	11%	-3%	-6%
CC(C)c1nnc(SCC(=O)NCCC2=CCCCC2)n1N	8%	-3%	.	-5%	5%	-4%
Cc1cc(-c2ccccc2)n(-c2ccc(C(=O)NC(C)C)cc2)n1	?	1%	?	?	0%	-4%
COc1ccccc1N1CCN(C(=O)CSc2nnnn2C2CC2)CC1	-2%	-2%	25%	27%	.	4%
O=C(NCc1ccccc1)c1cc(S(=O)(=O)N2CCCCC2)ccc1N1CCOCC1	-2%	-4%	-41%[5.75 µM]	?	4%	-3%
Cc1ccc(C(C)C)c(OCC(=O)Nc2ccc3c(c2)nc(CCN2CCCCC2)n3C)c1	10µM*	6%	-19%	?	0%	-25%
N#Cc1ccc(C(=O)OCC(=O)Nc2cccc(S(=O)(=O)N3CCCCC3)c2)cc1	1%	1%	?	?	.	-3%
O=C(NCCCN1CCc2ccccc2C1)C1CCN(S(=O)(=O)N2CCC3(CC2)OCCO3)CC1	-10%	-2%	?	0%	-2%	-9%
O=C(NCc1ccco1)c1cc(-c2ccccc2)on1	-21%	1%	.	121%[activator]	-5%	-7%
Cc1nnc(SCC(=O)Nc2c(C)n(C)n(-c3ccccc3)c2=O)n1Cc1ccccc1	-1%	1%	-12%	-1%	0%	-4%
O=C(Nc1cc(F)ccc1F)C1CCCO1 (stereo unspecified)	6%	2%	-17%	.	5%	-1%
COc1cccc(NS(=O)(=O)c2ccc3c(c2)CCN3C(C)=O)c1	1.6µM*	1%	?	?	-1%	2%
CC(=O)Nc1ccc(S(=O)(=O)NC2=C(N3CCN(C)CC3)C(=O)c3ccccc3C2=O)cc1	-26%	-10%	?	?	-6%	?
CCOC(=O)c1cccc(Nc2nc(-c3cccnc3)nc3ccccc23)c1	?	-6%	8.3µM*	13µM*	-2%	6%
SMILES	HCV inh	TbPYK inhibitor	Pf growth 96h	Pf growth 48h	LmPK inh	Sm TGR inh
CCN(CC)c1ccc(NS(=O)(=O)c2ccc3c(c2)oc(=O)n3C)c(C)c1	-28%	-15%	11%	.	2%	-26%
Cc1cc(/C=C2/SC(=O)N(CC(=O)N3CCCC3)C2=O)c(C)n1C	-14%	-2%	1%	6%	-5%	-13%
COc1ccc(N(CC(=O)Nc2cccc(C(C)=O)c2)S(=O)(=O)c2ccc(NC(C)=O)cc2)cc1	-24%	1%	?	-4%	-1%	0%
CCCc1cc(=O)[nH]c2nnc(SCC(=O)N3CC(C)OC(C)C3)n12 (stereo unspecified)	-4%	1%	21%	-1%	.	3%
O=C(NNC(=S)Nc1ccccc1)Nc1ccccc1	-13%	-9%	75%[activator]	46%[activator]	4%	.
CSc1ncccc1C(=O)OCC(=O)Nc1cc(C(F)(F)F)ccc1N1CCOCC1	-15%	6%	-32%	?	0%	2%
COc1ccccc1C(=O)NCCC(=O)N1CCCCC1	19%	0%	26%	41%[activator]	-7%	2%
Cc1ccc(C(=O)N2CCC(Cc3ccccc3)CC2)cc1S(=O)(=O)N1CCOCC1	10%	3%	?	?	.	-8%
COCC(C)n1c(C)cc(C(=O)Cn2c(=O)oc3ccccc32)c1C (stereo unspecified)	-2%	4%	-21%	22%	0%	-1%
CC1CCCCN1C(=O)c1ccccc1NC(=O)c1ccco1 (stereo unspecified)	-13%	-4%	10µM*	4%	8%	-23%
COc1ccc(Cc2nc(-c3ccccc3)no2)cc1	4%	-1%	2%	-13%	-1%	0%
Cc1nn(CC(=O)NC2CCCCC2)c(=O)c2cccn12	13%	3%	-15%	30%	-1%	-16%
CCOc1ccc(NCCC#N)cc1	-3%	3%	4%	33%[activator]	0%	0%
CCO[C@@H]1OC(C(=O)NCc2nc3ccccc3[nH]2)=C[C@H](c2cn(C(C)=O)c3ccccc23)[C@H]1CCCO	?	1%	?	?	6%	1%
NC(=S)NCc1cccnc1	15%	-3%	28%	17%	-3%	7%
CC(=O)Oc1c(/C=C(\C#N)C(N)=O)[nH]c2ccccc12	?	0%	-15%	10µM*	-13%	-23%
O=C(CSc1ncnc2ccccc12)Nc1cc(S(=O)(=O)N2CCCCC2)ccc1Cl	10µM*	3%	?	?	1%	-6%
Cc1occc1C(=O)N1CCN(C(c2ccccc2)c2ccccc2)CC1	6%	.	-2%	1.3µM*	1%	?
CCCCN1CN(Cc2ccco2)CNC1=S	7%	-4%	?	6%	-6%	-7%
O=C(O)C1NCCc2ccccc21 (stereo unspecified)	19%	-5%	25%	?	6%	-3%
COC(=O)CCCC1=CC2=CC(=O)C(C)(OC(=O)c3cccs3)C(=O)C2=CN1c1ccc(OC)cc1 (stereo unspecified)	17%	-4%	13µM*	6.6µM*	-8%[11.5 µM]	-9%
CCN(CC)c1ccc(C=C2C(=O)OC3(CCCC3)OC2=O)cc1	10%	6%	?	8%	-6%	-6%

A different layout for part of the listing above.
| Compound | HCV inh | TbPYK inhibitor | Pf growth 96h | Pf growth 48h | LmPK inh | Sm TGR inh |
| --- | --- | --- | --- | --- | --- | --- |
| CNC(=O)CN(Cc1ccccc1)S(=O)(=O)c1ccc(Cl)cc1 | 13% | 5% | ? | 3% | -3% | -4% |
| COc1ccc(-n2nc(C(=O)NCC(=O)NCCc3ccc(OC)c(OC)c3)c3ccccc3c2=O)cc1 | ? | -3% | -19% | ? | 8% | -9% |
| Cc1ccc(C(=O)NNC(=O)c2ccc(C)cc2)cc1 | -2% | 5% | 7% | 28% | 3% | 8% |
| O=C(COC(=O)C1CCN(S(=O)(=O)c2cccs2)CC1)Nc1ccccc1Br | 17% | 2% | 46%[activator] | 7% | 6% | -12% |
| COc1ccc(CC(=O)O/N=C(\N)Cc2cccc3ccccc23)cc1 | 9% | 1% | 12µM* | ? | 2% | -4% |
| O=C(O)c1ccccc1C(=O)Nc1ccc(S(=O)(=O)N2CCCC2)cc1 | 9% | -2% | -24% | -2% | -2% | 9% |
| COc1ccccc1CN(C)C(=O)c1ccc(S(=O)(=O)NCc2ccco2)cc1 | -2% | 0% | -38% | -16% | . | 1% |
